Source: PubChem BioAssay (several laboratories)
Lipid droplet: inhibitors of hepatocyte lipid droplet formation, primary screen, imaging, high-throughput imaging, BODIPY stain; AML12 mouse hepatocytes, oleate lipid droplets; inhibition, % at 6.5 µM; actives 0.4% (n = 240,000); AID 1656, 2009;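 active means lipid droplet intensity inhibited by at least 50%, with more than 500 cells counted; inconclusive means wells with under 300 cells, treated as cytotoxic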
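material = mouse AML12 hepatocyte cell line, fixed after treatment | also added = 100 µM oleic acid challenge | doses = compound at 6.5 µM only | schedule = overnight exposure | technique = Image-based BODIPY and DAPI two-channel analysis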
b-catenin transl: modulators of beta-catenin nuclear translocation, primary screen, imaging, HeLa cells, immunofluorescence, high-content; nuclear translocation activity, % at 5 µM; actives 0.3% (n = 190,000); AID 1665, 2009;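 active means nuclear translocation activity above 50% at 5 µM, with a well cell count of 50 or more; inconclusive means wells under 50 cells across six images, flagged as toxic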;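 further: per-cell ratio of nuclear to cytoplasmic median beta-catenin stain intensity; plate controls were DMSO negative control for no effect and GSK-3 inhibitor IX positive control for full effect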
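assay system = human HeLa cells, endogenous beta-catenin | times = compound treatment 24 h, 37°C, 5% CO2 | detection = Anti-beta-catenin immunofluorescence on PFA-fixed, Triton-permeabilized cells, DAPI nuclei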
MT stabilize HCS: microtubule stabilizers in HeLa cells, primary screen, imaging, high-content imaging | HeLa tubulin immunostaining HCS, 24 h; share of cells brighter than vehicle mean+2SD | % tubulin-high responders, % at 10 µM | actives 0.83% (n = 200,000) | AID 2205, 2009;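 active means plate Z-score above 3 for both tubulin-high and condensed-nucleus cell shares, with cell loss under 80%, at 10 µM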;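 further: anti alpha tubulin signal scored within the nucleus-defined area of each cell; some results filed as inactive read as strong as hits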
Myeloid diff 2: induction of myeloid progenitor differentiation, primary screen, cell-based, flow cytometry, MLPCN library. ER-HoxA9 myeloid progenitors, lysozyme-GFP differentiation. calls only at 10 µM. actives 1% (n = 360,000). AID 624256, 2012;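 active means normalized GFP-positive differentiation at or above the plate's own cutoff, the solvent-only control mean plus 3 SD; inconclusive means no clear call, values can overlap the other calls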;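 further: cells exposed to compound for four days before flow analysis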
Insulin prom up: insulin promoter activators in MIN6 cells, imaging, high-content screening, mouse beta cells; actives 0.3% (n = 190,000); z-score at 5 µM; AID 1625, 2009; MIN6 insulin promoter-GFP reporter; hits give high values;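 active means z-score above 3 at 5 µM with at least 500 cells counted in the well; inconclusive means wells under 500 cells, flagged as cytotoxic or low count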
West Nile antiviral: West Nile virus antiviral activity, cell-based, CPE readout (AID 1621) | West Nile virus-infected cells, CPE inhibition; higher % means a stronger effect | CPE inhibition, % at 10 µM; hits with a dose series show IC50 in µM | actives 0.02% (n = 290,000); in the data active means a potency from the dose series; inconclusive means CPE inhibition mostly from about 3.7% at the one dose, without a potency; inactive means the rest, 99 in 100 with CPE inhibition below about 2.2%; further: strong numbers were not always called active
Autophagy mod: autophagy modulators in MEF cells, primary screen, imaging, high-content, MEF GFP-LC3. AID 463193, 2010. calls only at 10 µM (by protocol). actives 0.98% (n = 190,000). MEF GFP-LC3 puncta imaging; test concentration mostly 10 µM;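 active means percentage of spot-positive cells more than 3 SD above its plate mean, without a fluorescence outlier flag or 80% toxicity; inconclusive means no clear call, values can overlap the other calls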;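 further: spot-positive cell cutoff set from DMSO-treated cells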
T cell modulator: modulators of CD8 T cell-vesicle binding, primary screen, mouse 2C CD8+ T cells, flow cytometry; 2C CD8+ T cell-vesicle binding; hits give low values; calls only at 7 µM; actives 0.068% (n = 330,000);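 active means response, share of CD8 T cells binding vesicles, and their 90th percentile fluorescence all below set limits, cut at about 80% in these data, passing the limit was not always enough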
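Test system: purified 2C TCR transgenic mouse naive CD8+ T cells. Probe or stimulus: QL9-peptide-loaded Drosophila micro-vesicles bearing Ld, ICAM-1 and B7-1. Incubation: binding step 1.5 h, 37 °C, antibody labelling 20 min, ice. Measured by: flow cytometry of vesicle-bound cells.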
WT yeast gro inh: growth inhibition of WT strain, primary screen, mitochondrial fusion inhibitor project, WT and mutant strains, chemical genetic; inhibition, % at 10 µM; actives 2.1% (n = 190,000); mitochondrial fusion phenotypic screen; AID 1362, 2008; in the data active means inhibition above about 58%; tested in S. cerevisiae
WT yeast gro inh mutant strain: also measured in WT yeast gro inh; calls as there; inhibition, %; mitochondrial fusion phenotypic screen, mutant strain inhibition
Insulin prom up cell count: also measured in Insulin prom up; calls as there; cell count; measured here: cytotoxicity, nuclei count;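 total cells summed across four imaged fields per well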
Lipid droplet cells 6.5 µM: also measured in Lipid droplet; calls as there; cell count; measured here: cell count, cytotoxicity flag;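 cells counted across two imaged fields per well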
b-catenin transl cell count 5 µM: further read-out of b-catenin transl, marked with its call; cell count; measured here: cell count, cytotoxicity flag
T cell modulator vesicle-bound %: further read-out of T cell modulator, marked with its call; double positive events, %; measured here: CD8+ vesicle-bound cell fraction;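 binding gate set so that unloaded-vesicle control wells show 10% double positive cells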
MT stabilize HCS Hoechst-high %: also measured in MT stabilize HCS; calls as there; % Hoechst-high responders; measured here: nuclear condensation Hoechst responders;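 share of cells brighter than vehicle mean plus two SD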
MT stabilize HCS cytotoxicity %: second read-out of MT stabilize HCS, no call of its own (marks repeat the call); toxicity, %; measured here: cytotoxicity by cell density;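 0% = mean cell density of plate MIN control wells and 100% = no cells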
Autophagy mod cell loss 18 h: second read-out of Autophagy mod, no call of its own (marks repeat the call); toxicity, %; measured here: cell loss, nuclei count;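 cell loss after 18 h compound exposure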
Myeloid diff 2 GFP+ MAC1+ %: further read-out of Myeloid diff 2, marked with its call; GFP+ MAC1+ double positive, %; measured here: differentiation confirmed by MAC1 staining
* marks the source's active call; other numbers are inactive results; i = inactive; ? = inconclusive; . = no result given.

SMILES	Lipid droplet	Lipid droplet cells 6.5 µM	b-catenin transl	b-catenin transl cell count 5 µM	MT stabilize HCS	MT stabilize HCS Hoechst-high %	MT stabilize HCS cytotoxicity %	Myeloid diff 2	Myeloid diff 2 GFP+ MAC1+ %	Insulin prom up	Insulin prom up cell count	West Nile antiviral	Autophagy mod	Autophagy mod cell loss 18 h	T cell modulator	T cell modulator vesicle-bound %	WT yeast gro inh	WT yeast gro inh mutant strain
CCOC(=O)/C=C/C(=O)OCC(=O)Nc1ccc(Cl)cn1	4.3	751	.	.	1.6	1.7	14.5	i	0.6	0.76	842	-0.3%	i	13.9	i	21.8	1.1	-9.6
CCN(CCCNC(=O)CN1C(=O)COc2ccc(S(=O)(=O)N3CCC(C)CC3)cc21)Cc1ccccc1	-11.0	716	.	.	.	.	.	?	.	.	.	-0.1%	.	.	i	15.9	.	.
CCCOc1ccc(NC(=O)CC2C(=O)N(CC)C(=S)N2CCCN2CCN(Cc3ccccc3)CC2)cc1 (stereo unspecified)	-29.3	723	.	.	3.1	2.5	8.9	i	0.4	-1.18	979	?	i	0.6	i	59.8	23.8	13.9
CCOC(=O)c1ccc(CSC(=N)N)o1	-2.4	763	0.4	1340	.	.	.	i	0.2	0.03	996	0.8%	.	.	i	33.5	.	.
CNC(=S)N1CCN(c2ccccn2)CC1	9.7	659	-0.5	1090	1.7	2.7	7.9	i	0.3	-0.44	1467	0.3%	i	-11.3	i	50.3	-4.6	12.6
Cc1cc(NC(=O)COC(=O)CCCOc2ccc(Cl)cc2C)no1	.	.	-2.1	1104	5.9	2.9	7.8	i	0.2	-0.08	995	0.3%	i	4.7	i	60.0	6.2	-3.6
Cc1ccc(C(=O)N/N=C\c2cccc(OC(=O)c3cccc(F)c3)c2)cn1	-2.1	776	.	.	.	.	.	?	.	.	.	-0.2%	.	.	i	24.8	.	.
Cc1cc(NC(=O)c2ccc3nc(C)sc3c2)no1	4.8	746	-7.5	1171	3.7	2.0	8.6	i	8.2	-0.39	798	-0.8%	i	7.7	i	34.1	5.5	1.7
Cc1onc(-c2ccccc2)c1C(=O)NCc1cccs1	0.6	716	5.6	929	2.1	1.4	7.5	i	1.1	.	.	-0.5%	i	-13.8	i	29.3	-3.9	-22.1
CC1CCN(S(=O)(=O)N2CCC(C(=O)NCc3cccnc3)CC2)CC1	-16.4	689	0.4	1285	.	.	.	i	0.1	0.62	1147	-0.2%	.	.	i	36.9	.	.
Nc1cc(N)c(OCC(F)(F)F)cc1OCC(F)(F)F	.	.	-8.5	1031	1.9	1.2	5.3	i	0.4	0.14	1305	0.4%	i	6.8	i	24.4	9.1	1.1
CN(C)c1ccc(NC(=O)c2ccncc2)c2ccccc12	-13.4	698	-0.2	1065	1.3	1.2	2.5	i	1.0	-0.08	1326	0.0%	i	4.6	i	34.2	-49.0	-9.0
Cc1cc(C)nc(NC2=NCC(=O)N2c2ccc3c(c2)OCCO3)n1	-0.9	579	1.6	1117	2.8	1.9	12.2	i	2.3	-0.02	1897	-0.9%	i	4.1	i	14.7	94.7*	-18.4*
CCC(C)c1c(O)nc(SCc2ccccc2)[nH]c1=O (stereo unspecified)	12.4	716	-1.8	1224	4.4	2.4	5.5	i	9.5	0.85	1300	0.5%	i	-4.1	i	48.9	8.2	-0.8
Brc1ccc2c(c1)C(c1cccs1)=NNC(c1cccnc1)=N2	.	.	.	.	1.8	1.9	8.3	i	1.9	.	.	-0.2%	i	10.9	i	10.7	.	.
O=C(CCC(=O)N(CC(=O)NC1CCCCC1)c1ccc2c(c1)OCCO2)Nc1ccccn1	10.6	708	0.3	1532	1.6	1.3	5.8	.	.	-0.08	1133	-1.2%	i	-0.3	i	26.7	-1.8	2.0
COc1cccc(NC(=S)NNC(=O)Cn2nc(C(F)(F)F)cc2C)c1	-2.2	554	-0.9	513	2.0	2.3	3.1	i	0.2	0.07	1246	-0.5%	i	14.1	i	13.5	-3.9	12.8
COc1ccc(C(=O)N/N=C(\C)Cn2nc([N+](=O)[O-])cc2C)cc1	.	.	-1.1	1396	2.3	1.3	9.1	i	0.7	0.31	1386	0.1%	i	-31.1	i	46.0	6.8	7.7
Cc1cc2c(=O)oc(-c3ccc(F)cc3)nc2s1	-2.6	680	-1.0	1470	1.8	1.8	9.8	i	0.3	1.63	1449	-0.5%	i	-3.3	i	26.9	-2.0	6.3
CN1C(=O)N(C)C2C1N(C)S(=O)(=O)N2C (stereo unspecified)	.	.	-4.7	1054	1.8	1.1	5.3	i	1.1	0.08	1094	0.2%	i	-3.0	i	21.7	-6.5	6.0
OCCC1CN(Cc2nc3c(s2)CCCC3)CCN1Cc1ccsc1 (stereo unspecified)	5.4	730	2.9	966	3.1	1.8	1.4	i	0.9	-0.55	1471	-1.1%	i	6.0	i	56.0	8.8	-1.9
O=C(O)c1c2c(nc3ccccc13)/C(=C/c1ccc(O)cc1)CCC2	7.7	691	-6.0	1163	4.5	1.6	9.7	i	0.2	-0.32	1319	1.7%	i	1.8	i	3.3	-19.2	16.6
FC(F)(F)c1ccccc1NC(=S)Nc1cccc(Cl)c1	-3.3	686	-1.8	1122	2.2	1.3	7.5	i	0.4	-0.15	1284	0.2%	i	-33.3	i	61.5	42.1	20.4
O=C(CCC(=O)N1CCOc2ccc(Cl)cc21)NCCN1CCOCC1	18.5	737	.	.	.	.	.	i	2.9	.	.	-0.2%	.	.	i	25.3	.	.
O=C(c1cn(CC2CCCCC2)nn1)N1CCN(c2ccc(F)cc2)CC1	-31.0	660	.	.	.	.	.	i	1.2	.	.	-1.3%	.	.	i	2.5	.	.
CSc1ccc(/C=C/C(=O)NC23CC4CC(CC(C4)C2)C3)cc1	-2.3	692	.	.	3.6	3.6	4.9	i	0.2	-0.26	974	-0.7%	i	-2.9	i	5.9	17.9	-6.6
Clc1ccc(-c2c[nH]c3ccccc23)nn1	6.0	679	-4.2	1093	7.1	2.8	2.0	i	0.1	0.21	1498	-0.7%	i	11.5	i	37.1	2.9	11.7
O=C(Cn1cc([N+](=O)[O-])cn1)NCc1cc2ccccc2[nH]1	-10.9	688	-2.3	515	6.8	1.9	10.1	i	0.3	0.15	1395	-0.3%	i	5.1	i	46.2	-10.7	-14.0
CC1Cc2ccccc2N1C(=O)CO/N=C/c1ccccc1OC(F)F (stereo unspecified)	15.8	630	0.2	1100	1.9	3.6	2.9	i	0.1	-0.16	1548	0.5%	i	-0.9	i	53.1	1.6	-6.8
CCn1c(=O)cc(N2CCOCC2)[nH]c1=O	0.2	678	-0.7	1122	1.7	1.5	2.1	i	1.1	0.07	1304	0.4%	i	12.5	i	57.3	-4.4	-2.2

Continued; it opens with the 2 that closed the last part.
SMILES	Lipid droplet	Lipid droplet cells 6.5 µM	b-catenin transl	b-catenin transl cell count 5 µM	MT stabilize HCS	MT stabilize HCS Hoechst-high %	MT stabilize HCS cytotoxicity %	Myeloid diff 2	Myeloid diff 2 GFP+ MAC1+ %	Insulin prom up	Insulin prom up cell count	West Nile antiviral	Autophagy mod	Autophagy mod cell loss 18 h	T cell modulator	T cell modulator vesicle-bound %	WT yeast gro inh	WT yeast gro inh mutant strain
CC1Cc2ccccc2N1C(=O)CO/N=C/c1ccccc1OC(F)F (stereo unspecified)	15.8	630	0.2	1100	1.9	3.6	2.9	i	0.1	-0.16	1548	0.5%	i	-0.9	i	53.1	1.6	-6.8
CCn1c(=O)cc(N2CCOCC2)[nH]c1=O	0.2	678	-0.7	1122	1.7	1.5	2.1	i	1.1	0.07	1304	0.4%	i	12.5	i	57.3	-4.4	-2.2
CCCS(=O)(=O)N1CCC(C(=O)NCCCN(C)Cc2ccccc2)CC1	3.6	638	-0.4	1089	3.7	2.0	1.6	i	0.8	0.43	1885	-0.2%	i	1.0	i	22.4	2.0	9.9
CCN1CCN(CCCNc2ncnc3nc[nH]c23)CC1	-8.8	571	-2.2	1074	2.4	2.0	3.7	i	2.4	0.38	1972	0.1%	i	6.6	i	41.8	8.2	-2.9
Cc1nc(N)sc1-c1csc(NCc2ccccc2)n1	.	.	10.2	1377	3.3	1.8	3.9	i	1.0	-2.27	979	-0.3%	i	-1.8	i	55.2	-1.7	-5.5
COC(=O)c1ccccc1OCCCOc1ccc(C)cc1OC	-2.8	710	-8.5	1250	1.5	0.8	1.2	.	.	.	.	0.1%	i	6.7	i	25.8	-27.1	-39.3
COc1ccc(NC(=O)c2c(-c3ccccc3Cl)noc2C)c(OC)c1	.	.	-6.8	968	3.0	3.1	6.2	i	7.8	-0.51	1158	-1.9%	i	6.4	i	34.7	-8.0	-6.2
CCC(C)NC(=O)Cn1c(=O)n(-c2ccc(OC)cc2)c(=O)c2ccc(C(=O)NCc3ccc(C)cc3)cc21 (stereo unspecified)	-1.8	717	-2.0	1069	2.0	2.7	8.0	i	0.2	0.74	950	0.8%	i	1.1	i	60.4	-7.2	1.1
CC(=O)c1cnc2nc(C(F)(F)F)nn2c1C	-0.1	762	-1.2	1076	4.1	0.6	46.4	i	1.0	-0.07	1184	-0.1%	i	-4.9	i	47.8	8.6	7.2
CCc1ccccc1Cn1c(=O)oc2cccnc21	9.2	702	0.6	1049	.	.	.	i	0.5	-0.66	1442	0.6%	.	.	i	56.4	.	.
Cc1cc(C)c(C)c(/C=C(/C#N)C(N)=S)c1C	.	.	-1.2	1381	2.0	1.4	8.4	i	7.8	1.36	1391	0.9%	i	22.2	i	24.3	9.7	-9.4

An unsorted share of the library, and some 3.9% of all compounds hit somewhere here.
